# Screening data deposited in PubChem BioAssay by National Center for Advancing Translational Sciences (NCATS).
# IMPase inh: IMPase inhibition in cells | P97697 | CHO-M1 cells, IP1 accumulation, HTRF TR-FRET ratio | inhibition (IP1 accumulation), % at 46.1 µM | 120,000 tested, under 10 active; active = well fitted curve in the direction sought with a large enough effect in the signal ratio, not every such curve was filed as active; inconclusive = small, poorly fitted or top-dose-only effect, or a change in a side signal; inactive = no such curve, though single readings can be large or run the other way; the % refers to the signal ratio;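 also: cells stimulated with carbachol in lithium chloride buffer; plate controls were DMSO basal wells for no effect and reference inhibitor wells for full effect; higher means more IMPase inhibition seen as more IP1 and lower FRET ratio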
# Target sequence (P97697 whole entry, looked up): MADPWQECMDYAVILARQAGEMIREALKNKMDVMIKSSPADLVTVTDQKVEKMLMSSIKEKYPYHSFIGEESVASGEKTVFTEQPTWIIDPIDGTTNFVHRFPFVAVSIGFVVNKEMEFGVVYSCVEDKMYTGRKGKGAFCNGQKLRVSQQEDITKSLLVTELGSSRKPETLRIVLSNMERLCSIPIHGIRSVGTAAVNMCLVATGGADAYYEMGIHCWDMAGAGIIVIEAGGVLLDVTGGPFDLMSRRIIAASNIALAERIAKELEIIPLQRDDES
#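 CHO-M1, 2000 cells/well, cultured 16–30 h; cpd up to 46 uM; carbachol (50 uM solution, stimulation buffer w/ 50 mM LiCl, pH 7.4), 30 min 37C; IP-One TR-FRET, 10 min RT; Ex 320/Em 665, 620; Hill-fit AC50.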
# ALOX12 inhib: blocks human 12-lipoxygenase activity. P18054. purified 12-hLO, xylenol orange hydroperoxide absorbance. Potency, µM (doses to about 57.1 µM), inactives show at the highest dose activity change, negative = inhibition, most hits filed as inhibitors. actives 0.12% (n = 150,000). AID 1452; also: potency is read from the fitted curve at half-maximal effect; nearly all actives have a fitted effect of over 55% in size; many of its hits are not listed in these tables
#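 Hydroperoxide formation by human 12-lipoxygenase from 40 uM arachidonic acid was followed colorimetrically via ferric-xylenol orange complex, using the 573/405 nm absorbance ratio. Enzyme concentration was 150 nM, with 30 min reaction at room temperature.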
# PNC assembly inh: inhibitors of perinucleolar compartment assembly. PC3M PTB-GFP, PNC prevalence imaging, 16 h; active compounds read low. activity change (PNC), negative = inhibition, % at 10 µM. actives 3.1% (n = 140,000). AID 2417;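 active = readout at or below -70, meaning at least 70% loss of cells showing the perinucleolar compartment, a nuclear body marking cancer cells; inconclusive = readout between -30 and a set limit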;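 also: plate controls were DMSO wells for no effect and camptothecin positive control wells for full effect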
#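 PC3M cells stably expressing PTB-GFP, 750–1000 cells/well, treated 16 h at 37 °C with compound (23 nl of library stock), in duplicate. After paraformaldehyde fixation and Hoechst stain, imaged at 20x; PNC prevalence scored by image analysis.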
# 15-hLO-2 inh: 15-hLO-2 (ALOX15B) enzyme inhibition | O15296 | purified 15hLO-2, xylenol orange hydroperoxide absorbance | Potency, µM (titrated, usually from 57.1 µM), inactives show top-dose activity change, negative = inhibition, actives largely listed as inhibitors | actives 0.56% (n = 110,000); also: potency is read from the fitted curve at half-maximal effect; nearly all actives have a fitted effect of over 60% in size; many of its hits are not listed in these tables
# Target sequence (O15296 whole entry, looked up): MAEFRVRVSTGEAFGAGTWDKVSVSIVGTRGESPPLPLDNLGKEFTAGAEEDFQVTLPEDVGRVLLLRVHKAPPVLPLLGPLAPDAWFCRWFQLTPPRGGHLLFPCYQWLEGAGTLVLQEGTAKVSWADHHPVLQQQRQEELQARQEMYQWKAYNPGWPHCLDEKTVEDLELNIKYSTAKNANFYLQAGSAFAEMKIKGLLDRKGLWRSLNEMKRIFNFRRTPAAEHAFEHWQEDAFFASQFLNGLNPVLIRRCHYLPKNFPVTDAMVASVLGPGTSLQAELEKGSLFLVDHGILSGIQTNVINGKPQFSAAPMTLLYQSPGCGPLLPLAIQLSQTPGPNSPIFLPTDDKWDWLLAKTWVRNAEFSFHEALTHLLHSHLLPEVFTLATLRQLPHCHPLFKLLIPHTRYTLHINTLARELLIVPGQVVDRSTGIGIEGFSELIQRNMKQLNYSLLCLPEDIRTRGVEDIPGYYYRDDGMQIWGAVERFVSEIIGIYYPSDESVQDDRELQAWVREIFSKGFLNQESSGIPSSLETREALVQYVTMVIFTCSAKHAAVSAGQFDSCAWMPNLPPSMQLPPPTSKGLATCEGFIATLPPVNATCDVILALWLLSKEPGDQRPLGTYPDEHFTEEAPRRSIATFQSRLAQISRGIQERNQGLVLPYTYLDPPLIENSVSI
#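 Purified human 15hLO-2 (50 nM) preincubated 15 min with compound, then 45 uM arachidonic acid for 90 min at RT in 25 mM Hepes pH 7.5, 0.01% Triton X-100. Hydroperoxide detected by Fe-xylenol orange; 573/405 nm absorbance ratio.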
# An asterisk follows results filed as active; u = inconclusive; x = not tested or not shown; [ ] = remark or other dose. Unless noted, calls follow the shape of the dose curve; as a rule, active = well fitted curve in the direction sought with a large enough effect; inconclusive = small, poorly fitted or top-dose-only effect, or another doubt; inactive = no such curve, though single readings can be large; an effect the other way counts as inactive or inconclusive. Unless noted, % is scaled to controls: 0 for no effect and ±100 for the full control effect. Not all compounds are listed; rates above refer to the full screens.
SMILES,IMPase inh,ALOX12 inhib,PNC assembly inh,15-hLO-2 inh
CCOC(=O)c1ccc(S(=O)(=O)N2CCN(C)CC2)cc1,-3,7%,11,-1%
CN1C(=O)C(CC(N)=O)N(NC(=O)c2ccc(Cl)cc2)C1=S (centres undefined),-1,1%,u,x
CCc1cccc(OCCOCCN2CCCC2)c1,8,0%,17,-4%
Cc1cccc(N=Nc2c(C)nn(-c3ccccc3)c2N)c1C,x,-27%,-134*,x
Cc1cc(/C=C(\C#N)c2nnc(N3CCOCC3)n2-c2ccccc2)c(C)n1-c1ccccc1,x,0%,-19,x
COc1ccc(CCC(=O)NCc2cnn(C)c2)cc1,-9,-4%,-3,4%
Cc1ccc(-c2cc(C(=O)N/N=C/c3c(C)nn(C)c3C)c3ccccc3n2)cc1C,12,-6%,30,-6%
O=c1cc(-c2ccccc2Cl)oc2c([N+](=O)[O-])c(O)cc(O)c12,x,-4%[0.00818 µM],u,-12%[0.0915 µM]
CC(C)(C)NC(=O)C(=O)NNC(=O)c1ccccc1,u,13%,67,x
Cc1ccc(-c2ccc(SCC(=O)N3CCc4ccccc43)nn2)cc1,1,3%,-83*,x
COc1ccc(S(=O)(=O)N2CCCC2C(=O)Nc2nc3c(s2)CCCC3)cc1 (centres undefined),-11,-5%,42,13%
CC1CC1C(=O)Nc1nc(-c2ccccc2)cs1 (centres undefined),-4,-2%,38,11%
CNc1nc(SCc2ccccc2Cl)nc2c1CCCC2,15,-3%,18,33%[activator]
Cc1cccc(Oc2ncnc3onc(C)c23)c1C,u,1%,-13,-3%
CCCNC(=O)CCc1c(C)nc2nc(-c3cc(OC)cc(OC)c3)nn2c1C,-3,-6%,-18,-2%
CC(=O)Nc1ccc(S(=O)(=O)N2CCN(C(=O)c3ccccc3F)CC2)cc1,u,-2%,10,x
CC(=O)C1C(c2cccc(F)c2)NC(=O)NC1(O)C(F)(F)F (centres undefined),-4,4%,-1,-4%
COC(=O)C1CSc2[nH]c(=O)sc2C1c1ccc(OC)c(OC)c1 (centres undefined),-19,-2%,82,0%
NC(=O)C1CCN(C(c2ccccc2)c2nnnn2C2CCCC2)CC1 (centres undefined),1,7%,u,x
O=c1c(Cl)c(NCc2ccc(F)cc2)cnn1C12CC3CC(CC(C3)C1)C2,x,-2%,u,x
CC(C)/C=C1\CCCCC1N(C)C(=O)NC(C)C (centres undefined),0,-2%,-3,4%
Cc1ccc(S(=O)(=O)CC(=O)Nc2ccc(S(=O)(=O)Nc3onc(C)c3C)cc2)cc1,13,1%,-21,-1%
Cn1nnc2cc(C(=O)Nc3cccnc3)ccc21,0,1%,-10,-5%
CCOC(=O)N1CCC(NC(=O)c2cccc3c2C(=O)N(CCOC)C3)CC1,-1,4%,-25,6%
COc1cc2c(cc1OC)C(C1C(=O)CC(C)CC1=O)N(C(=O)CCl)CC2 (centres undefined),-13,-1%,-21,x
CCN(CC)C(=O)C1CC(=O)N(c2ccc(OC)cc2)C1c1ccc(OC)cc1 (centres undefined),9,-7%,-20,27%
Cc1c(NC(=O)c2cccc(NC(=O)c3ccco3)c2)cccc1C(=O)O,-2,2%,u,1%
Cc1cc(C)nc(Sc2ccc3nnnn3n2)n1,5,-4%,-6,2%
Nc1nnc(SCC(=O)Nc2ccccc2N2CCOCC2)s1,0,-1%,-16,-3%
O=c1nc(NCc2ccco2)sc2ncccc12,-4,-1%,33,3%
CN(C)C(=O)c1ccc(-c2cncnc2NCCN2CCOCC2)cc1,x,4%,x,11%
O=C(CSc1nnc(Cc2cc(=O)[nH]c(=O)[nH]2)n1-c1ccc(Cl)cc1)NCC1CCCO1 (centres undefined),-2,3%,u,-9%
C/C(=N\O)C1(C)N(O)C(C)(C)C(c2ccco2)=[N+]1[O-] (centres undefined),1,-1%,-19,x
CCOC(=O)C1=C(N)OC2=C(C(=O)CC(C)(C)C2)C1c1ccco1 (centres undefined),-5,-5%,u,0%
CC(=O)Nc1ccc(S(=O)(=O)N2CCN(Cc3ccccn3)CC2)cc1,3,0%,-27,-11%
CCOC(=O)/C(C#N)=C\c1ccc(N2CCN(C/C=C/c3ccccc3)CC2)cc1,7,-4%,35,x
CCN1C(=O)c2ccc(C(=O)NCc3ccc4c(c3)OCO4)cc2C1=O,-2,-2%,3,x
COc1ccc(C2CC(c3ccc4ccccc4c3)=NN2C(=O)CSc2ncccn2)cc1 (centres undefined),9,-2%,-5,x
CCOC(=O)Cn1c(-c2cccnc2Cl)nc2cc(C)c(C)cc21,9,-5%,u,7%
CSc1ccc(Cl)c(C(=O)NCC(C)C)c1,8,-1%,u,-3%
COc1ccc(C2(O)CCN(C(=O)c3ccc4c(c3)OCO4)CC2)cc1,16,3%,17,-2%
CCC(=O)N1c2ccccc2NC2=C(C(=O)CCC2)C1c1ccccc1 (centres undefined),0,3%,19,-1%
COc1ccc(-n2cnc3cc(NCc4cccs4)ccc32)cc1,3,13%,u,44%[activator]
Cc1n[nH]c(C)c1S(=O)(=O)N(CC(=O)N1CCc2ccccc21)c1ccc(C(C)C)cc1,6,2%,-9,-22%
COc1cccc(-c2nnc(SCC(N)=O)n2-c2ccc(Cl)cc2)c1,11,-2%,50,4%
Nc1nc2n(n1)C(c1cccs1)CC(c1ccccc1)N2 (centres undefined),-8,-4%,-3,38%[activator]
CC(C)OC(=O)CSc1nnc(-c2cccnc2)n1Cc1ccccc1,4,8%,7,0%
CC(=O)c1cc(NC(=O)c2ccccc2)c(=O)oc1/C=C/N(C)C,22,-13%,27,-11%

# A draw from above in order of SMILES length, smallest number first.
SMILES,IMPase inh,ALOX12 inhib,PNC assembly inh,15-hLO-2 inh
Cc1cc(C)nc(Sc2ccc3nnnn3n2)n1,5,-4%,-6,2%
Cc1cccc(Oc2ncnc3onc(C)c23)c1C,u,1%,-13,-3%
CC1CC1C(=O)Nc1nc(-c2ccccc2)cs1 (centres undefined),-4,-2%,38,11%
COc1ccc(CCC(=O)NCc2cnn(C)c2)cc1,-9,-4%,-3,4%
Nc1nc2n(n1)C(c1cccs1)CC(c1ccccc1)N2 (centres undefined),-8,-4%,-3,38%[activator]
COc1ccc(-n2cnc3cc(NCc4cccs4)ccc32)cc1,3,13%,u,44%[activator]
CC(C)OC(=O)CSc1nnc(-c2cccnc2)n1Cc1ccccc1,4,8%,7,0%
CCOC(=O)Cn1c(-c2cccnc2Cl)nc2cc(C)c(C)cc21,9,-5%,u,7%
COC(=O)C1CSc2[nH]c(=O)sc2C1c1ccc(OC)c(OC)c1 (centres undefined),-19,-2%,82,0%
CC(=O)c1cc(NC(=O)c2ccccc2)c(=O)oc1/C=C/N(C)C,22,-13%,27,-11%
CCN1C(=O)c2ccc(C(=O)NCc3ccc4c(c3)OCO4)cc2C1=O,-2,-2%,3,x
COc1cc2c(cc1OC)C(C1C(=O)CC(C)CC1=O)N(C(=O)CCl)CC2 (centres undefined),-13,-1%,-21,x
CC(=O)Nc1ccc(S(=O)(=O)N2CCN(C(=O)c3ccccc3F)CC2)cc1,u,-2%,10,x
COc1ccc(C2CC(c3ccc4ccccc4c3)=NN2C(=O)CSc2ncccn2)cc1 (centres undefined),9,-2%,-5,x

# (further entries)
SMILES,IMPase inh,ALOX12 inhib,PNC assembly inh,15-hLO-2 inh
Cc1cc(C(C)(C)CC(C)(C)C)ccc1OCCOCC[N+](C)(C)Cc1ccccc1,11[20.6 µM],8%,x,10%
COc1ccccc1N1CCN(C(=O)CN(Cc2ccc(Cl)cc2)S(C)(=O)=O)CC1,9,-3%,-21,5%
Cc1nn(CC(=O)Nc2ccc3c(c2)oc2ccccc23)c(=O)c2ccccc12,21,-6%,28,-24%
COc1ccccc1Nc1nnc(C)c(=O)[nH]1,3,-1%,37,-4%
CN(C)c1ccc(/C=C(\C#N)c2ccccn2)cc1,x,-8%,13,x
Cc1cccc(NC(=S)N2CCCCCC2)c1,x,-4%,-106*,x
CSc1ccc(/C=N/NC(=O)CNc2ccc3ccccc3c2)cc1,-3,-4%,27,x
COc1ccccc1/C=N/NC(=O)c1cccc(OC(F)(F)C(F)F)c1,x,1%,u,x
Cc1nnc(SCc2ccccc2F)n1NCc1cccs1,16,0%,u,-4%
N#Cc1cccc(C(c2nnnn2C2CCCC2)N2CCC(Cc3ccccc3)CC2)c1 (centres undefined),0,3%,-100*,x
CCOc1ccc(NC(=O)CSc2ncnc3c2sc2ccccc23)cc1,u,-2%,42,x
COc1ccc(OCc2nnc(SCC(=O)O)n2N)cc1,-2,2%,-9,-3%
Cc1nc2c(cc(Oc3ccc(S(=O)(=O)N4CCOCC4)cn3)c3ccsc32)s1,13,2%,10,-18%
Cc1cccc(C)c1-n1nnnc1S(=O)(=O)Cc1ccccc1Cl,5,-1%,u,12%
COC(=O)N/N=C/c1ccc(OCCSc2ccc(Cl)cc2)c(OC)c1,x,5%,u,x
O=C(CSc1nc2cc(Cl)ccc2s1)N1CCN(C(=O)c2ccco2)CC1,1,6%,1,-4%
c1csc(CN2CCN(Cc3cccs3)C2c2cccs2)c1,3,11%,u,61%[activator]
CCN(C(=O)c1cccc(F)c1)c1ccccc1C,9,-10%,-20,-1%
CCCOc1ccc(/C=N/NC(=S)Nc2ccccc2[N+](=O)[O-])c(O)c1,x,-1%,-13,x
Cc1cc2c(C)nc(Cc3ccccc3)nc2o1,0,2%,11,0%
CN(c1cccc(NC(=O)CSc2ccc(Cl)cc2)c1)S(C)(=O)=O,-1,-7%,-17,-16%
Cc1ccc(C)c(NC(=O)Cn2nnc(C(=O)NCc3cccs3)c2N)c1,-4,2%,-14,u
CCOC(=O)C1CCCN(C(=S)Nc2cccc(Cl)c2C)C1 (centres undefined),5,-1%,97,x
CCCCn1c(SCn2nnc3ccccc3c2=O)nc2cc(S(N)(=O)=O)ccc21,3,-17%,u,-13%
COCCCNC(=S)NNC(=O)c1csc2ccccc12,7,-3%,u,x
COC(=O)c1c(C)c2c(c(C)c1O)OC(=O)c1c(C)c(Cl)c(O)c(Cl)c1O2,x,-13%,x,7%
CCC(CC)C(=O)OCC(=O)Nc1cc(OC)c([N+](=O)[O-])cc1C,x,0%,-20,x
CCCCOc1ccc(CC(=O)NCC(=O)O)cc1,x,1%,-1,x
Cc1ccc(S(=O)(=O)N2CCC(C(=O)NCc3ccncc3)CC2)cc1,-3,0%,12,-2%
Cc1cccc(NC(c2ccc(C)s2)c2ccc3ccc(C)nc3c2O)n1 (centres undefined),-9,1%,-27,x
Cc1cc[n+](-c2nc3ccccc3nc2[N-]S(=O)(=O)c2ccccc2)cc1,-3,-2%,u,x
NC(=O)COC(=O)c1ccccc1Nc1ccc(SC(F)F)cc1,x,-7%,65,x
Cn1cccc1C(=O)N1CCC[C@@]2(CCN(Cc3cc(C(F)(F)F)cc(C(F)(F)F)c3)C2)C1,x,-2%,x,11%
O=C(O)C1CCCN1S(=O)(=O)c1ccc2[nH]c(=O)c(=O)[nH]c2c1 (centres undefined),8,1%,29,16%[2.29 µM]
O=C(c1cccs1)N1CCC(c2ccccc2)C1 (centres undefined),-3,1%,47,1%
COc1cc(CN2CCSCC2)cc(OC)c1OC,0,-9%,-9,-8%
COC(=O)c1ccc(NC(=O)CNC(=O)C2CCCCC2)c(C)c1,-11,-1%,7,0%
Cc1ccc(NS(=O)(=O)c2ccc3c(c2)c(=O)n(C)c(=O)n3C)cc1F,-3,-6%,-23,-2%
CC1CCCC(C)N1C(=O)c1cc(F)c(F)cc1Cl (centres undefined),-1,-6%,15,1%
CC[C@H]1C(c2cccc(Cl)c2)=NN(c2ccccc2)[C@@H]1CO,x,u,x,u
